Pf gamet viab: kills late stage P. falciparum gametocytes. P. falciparum stage V gametocytes, ATP luminescence, 24 h. inhibition, % at 10.9 µM. hit rate 0.065% among 150,000. AID 743093;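 active = inhibition above the mean plus 3 SD of compounds within the control limits, set per campaign, cut at about 38% in these data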;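 also: 0% = DMSO wells and 100% = medium only without gametocytes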
HRas wt GTP bind: changes GTP binding to wildtype human HRas | GTP binding activity, % at 10 µM | P01112 | AID 759 | hit rate 0.14% among 190,000 | GST-Ras wt beads, Bodipy-FL-GTP binding, flow cytometry; actives lie on both sides;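 active = GTP binding activity at least 20% away from the 100% baseline, either lowered as inhibitor or raised as activator; inconclusive = flagged as likely green fluorescent, judged across all proteins in the well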;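 also: 0% = unlabeled GTP competition control and 100% = no-compound control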
ABCB1 block: blocks JC-1 efflux by human ABCB1 transporter. P08183. CCRF-Adr cells, flow cytometry. inhibition, % at 6.6 µM. hit rate 0.067% among 190,000. AID 1326; in the data active = inhibition above about 40%;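 also: 0% = vehicle and 100% = reference inhibitor; higher value means more JC-1 retained so stronger ABCB1 efflux block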
Target sequence (P08183 whole entry, looked up): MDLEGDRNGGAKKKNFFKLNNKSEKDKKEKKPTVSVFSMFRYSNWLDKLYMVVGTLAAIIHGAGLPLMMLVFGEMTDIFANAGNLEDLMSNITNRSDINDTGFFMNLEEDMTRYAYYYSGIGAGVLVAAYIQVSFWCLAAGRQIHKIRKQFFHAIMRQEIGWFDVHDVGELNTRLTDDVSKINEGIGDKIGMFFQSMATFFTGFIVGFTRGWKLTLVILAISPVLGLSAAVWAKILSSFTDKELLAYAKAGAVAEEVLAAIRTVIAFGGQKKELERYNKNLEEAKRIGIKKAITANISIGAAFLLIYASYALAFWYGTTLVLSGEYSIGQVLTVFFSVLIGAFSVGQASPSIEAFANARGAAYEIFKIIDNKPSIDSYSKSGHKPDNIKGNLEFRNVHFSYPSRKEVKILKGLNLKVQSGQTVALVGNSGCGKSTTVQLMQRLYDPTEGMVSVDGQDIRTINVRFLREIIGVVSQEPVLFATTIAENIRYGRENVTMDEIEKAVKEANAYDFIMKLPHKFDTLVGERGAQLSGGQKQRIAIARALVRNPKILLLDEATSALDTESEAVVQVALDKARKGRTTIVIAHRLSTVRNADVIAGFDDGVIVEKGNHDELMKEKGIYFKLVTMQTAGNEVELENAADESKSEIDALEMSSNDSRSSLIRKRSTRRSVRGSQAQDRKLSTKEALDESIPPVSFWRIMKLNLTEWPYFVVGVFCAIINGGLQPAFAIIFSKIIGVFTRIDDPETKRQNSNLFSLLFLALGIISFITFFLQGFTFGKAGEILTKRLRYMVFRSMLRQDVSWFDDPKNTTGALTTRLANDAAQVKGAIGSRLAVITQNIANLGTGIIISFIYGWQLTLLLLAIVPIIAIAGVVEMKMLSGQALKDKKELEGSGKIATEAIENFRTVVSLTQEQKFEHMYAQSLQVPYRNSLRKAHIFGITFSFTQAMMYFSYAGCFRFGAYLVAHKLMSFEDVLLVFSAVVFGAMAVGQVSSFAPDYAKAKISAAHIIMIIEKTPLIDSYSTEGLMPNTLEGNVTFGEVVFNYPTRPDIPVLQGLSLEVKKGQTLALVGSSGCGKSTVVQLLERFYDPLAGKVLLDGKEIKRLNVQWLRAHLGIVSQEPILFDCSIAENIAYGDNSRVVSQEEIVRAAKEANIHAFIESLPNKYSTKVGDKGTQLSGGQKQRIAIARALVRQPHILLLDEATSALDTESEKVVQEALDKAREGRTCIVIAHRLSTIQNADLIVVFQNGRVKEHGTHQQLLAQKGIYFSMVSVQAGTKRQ
Avidin fluor: compound fluoresces at 488/530 nm on avidin beads; compound fluorescence 488/530 nm, flow cytometry; active compounds read high; fluorescence (KMESF) at 10 µM; hit rate 0.38% among 220,000; AID 1775; in the data active = fluorescence above about 47; also: inactives centre near 10
Cdc42 wt GTP: modulators (inhibitors or activators) of GTP binding to human Cdc42 wildtype; GST-Cdc42 beads, Bodipy-GTP binding, flow cytometry; actives lie on both sides; P60953; percent activity (GTP binding), % at 10 µM; hit rate 0.2% among 190,000;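 active = percent activity GTP binding at least 20 points away from the 100% baseline, either down as inhibitor or up as activator; inconclusive = compound flagged as likely green fluorescent from well-wide comparison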;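 also: median bead fluorescence of bound Bodipy-FL-GTP at 100 nM; 0% = excess unlabeled GTP control and 100% = no compound control; below 100% means less GTP binding so inhibitor and above means activator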
Rab2A wt mod: changes GTP binding to wildtype dog Rab2A, up or down | GST-Rab2 wt beads, Bodipy-GTP binding, flow cytometry | GTP binding activity, % at 10 µM | hit rate 0.19% among 190,000 | AID 760;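 active = GTP binding activity at least 20 points away from 100%, either lowered or raised; inconclusive = signal likely due to the compound's own green fluorescence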;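 also: 0% = beads with excess unlabeled GTP and 100% = no-compound control corrected for plate trend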
Rac1 mut GTP: modulators of GTP binding to human Rac1 activated mutant; P63000; GST-Rac1 activated beads, fluorescent GTP binding, flow cytometry; actives lie on both sides; 100% means binding = to untreated wells; percent activity (GTP binding), % at 10 µM; hit rate 0.11% among 190,000; AID 764;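 active = GTP binding at least 20 percentage points away from the 100% baseline, in either direction, so actives lie on both sides; inconclusive = Compound likely fluorescent itself, or too few beads counted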
Rac1 wt modul: modulators of human Rac1 wildtype GTP binding; P63000; GST-Rac1 beads, fluorescent GTP binding, flow cytometry; actives lie on both sides; 0 = cold GTP competed, 100 = untreated; GTP binding activity (% of control), % at 10 µM; hit rate 0.27% among 190,000; AID 757;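 active = GTP binding activity at least 20 points away from the 100% control level, either lower or higher; inconclusive = compound flagged as likely green fluorescent, judged across all proteins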
GSH bead fluor: GSH bead compound fluorescence profile | fluorescence (KMESF) at 10 µM | GSH beads flow cytometry, compound fluorescence 488/530 nm; active compounds read high | hit rate 0.25% among 190,000 | AID 1776; in the data active = fluorescence above about 89;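 also: glutathione beads carrying GST-tagged Bcl family fusion proteins plus one bare bead set; values are compound well signal with DMSO vehicle wells as background; inactives centre near 16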
Rab7 wt GTP bind: alters GTP binding to wildtype dog Rab7; GST-Rab7 beads, fluorescent GTP binding, flow cytometry; actives lie on both sides; untreated = 100%, excess cold GTP = 0%; GTP binding activity (percent of control), % at 10 µM; hit rate 0.055% among 190,000;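 active = fluorescent GTP binding to Rab7 beads changed by at least 20 points from the 100% baseline, either direction, mostly lower; inconclusive = compound itself probably fluorescent, or too few beads counted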;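 also: median green fluorescence of bound Bodipy-FL-GTP per Rab7 bead population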
ABCG2 block: blocks JC-1 efflux by human ABCG2 transporter. Q9UNQ0. IgMXP3 cells, flow cytometry. inhibition, % at 6.6 µM. hit rate 0.1% among 190,000. AID 1325;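 active = inhibition above 80%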;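 also: 0% = DMSO and 100% = nicardipine control wells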
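Test system: IgMXP3 (ABCG2) plus far-red-tagged CCRF-Adr (ABCB1) cells. Reagent: JC-1 dye as substrate. Timing: 10 min exposure at 25 °C with rotation, no wash. Measured by: flow cytometric JC-1 green MFI at 530 nm. Read-out: percent efflux inhibition, scaled nicardipine 100% to DMSO 0%. Control set: nicardipine and DMSO wells.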
* hit, by the source's call; ? = inconclusive; . = not tested or not shown. Rows were taken by chance, and some 1.1% of all compounds hit somewhere here.

structure	Pf gamet viab	HRas wt GTP bind	ABCB1 block	Avidin fluor	Cdc42 wt GTP	Rab2A wt mod	Rac1 mut GTP	Rac1 wt modul	GSH bead fluor	Rab7 wt GTP bind	ABCG2 block
Cn1c(N2CCCCC2)cc(=O)n(C)c1=O	.	101	2.1	25	99	104	97	101	36	101	5
Nc1nnc(-c2cn(-c3ccccc3)nc2-c2ccccc2)o1	.	103	1.0	8	104	102	98	102	15	97	13
CSc1nc(NC(C)(C)C)nc(N2CCOCC2)n1	4	104	0.6	20	103	92	93	104	10	101	3
CC(=O)c1cccc(NC(=O)COC(=O)COc2ccccc2C)c1	6	99	-0.5	.	99	96	96	98	72	95	16
CC(C)CN(CCOc1cccc(N2C(=O)C3=C(CCCC3)C2=O)c1)CC(C)C	-9	104	3.0	17	107	103	104	106	13	97	23
CCOC(=O)c1ccc(Nc2cc(C)nc(N3CCOCC3)n2)cc1	.	89	1.1	20	86	91	91	86	11	95	5
CCCCC(=O)NC(=S)NNS(=O)(=O)c1ccccc1	.	99	-0.7	15	100	96	97	102	8	102	4
O=C(COC(=O)CCNS(=O)(=O)c1ccc2c(c1)OCCO2)NC1CCCc2ccccc21 (stereo not given)	.	101	-0.2	7	103	99	102	108	38	96	4
COc1ccc(-c2nn(C)c(=O)c3ccccc23)cc1NC(=O)Cn1nc(C)c2ccccc2c1=O	.	99	2.9	4	99	97	98	100	18	96	4
O=[N+]([O-])c1cccc(-c2ccc(/C=N/NC(=S)Nc3ccccc3)o2)c1	.	97	-0.3	32	100	96	99	101	7	96	0
O=C(COC(=O)c1ccccn1)Nc1cccc(Cl)c1Cl	.	101	0.1	13	101	100	98	100	24	95	2
CCOc1cc(S(=O)(=O)NCc2cccs2)ccc1Cl	15	95	0.5	16	96	94	94	99	33	99	18
CCOc1ccc2[nH]c(=O)c(CN(Cc3nnnn3Cc3ccco3)C3CCCCC3)cc2c1	6	102	0.9	10	102	101	100	105	21	101	5
CCOC(=O)COc1ccc(S(=O)(=O)N2CCN(C(=O)OCC)CC2)cc1	-6	101	0.8	19	102	99	99	106	30	99	7
COc1cccc(OC(C)c2ccnc3nc(/N=C/N(C)C)nn23)c1 (stereo not given)	.	98	0.5	27	97	96	97	100	25	99	17
c1ccc(CCn2nnnc2CN2CCCc3ccccc32)cc1	16	100	0.1	36	102	100	97	100	14	97	1
CCN(CC(=O)c1c(N)n(C)c(=O)n(C)c1=O)c1cccc2ccccc12	3	95	1.3	10	101	97	97	98	13	96	32
O=C1CCC(/C=C/c2ccccc2)=NN1	-8	95	0.8	8	98	95	94	95	14	94	6
CC(C)OC(=O)c1ccc(NC(=O)c2cncc(Br)c2)cc1	-12	100	0.1	10	96	104	93	104	17	108	8
O=C(NCCc1ccccn1)c1cc(-c2ccc(Cl)c(Cl)c2Cl)nc2ccccc12	-5	98	4.7	6	102	99	100	100	11	100	13
CCCCCOC(=O)CSc1nnc(-c2ccccc2)c(=O)[nH]1	.	105	0.1	11	103	102	99	109	6	103	0
COCCN=c1scc(-c2cccs2)n1/N=C(\C)c1ccco1	-20	101	-0.5	22	98	101	97	105	13	103	1
Cc1ccc(S(=O)(=O)N(C)c2ccc(OCC(=O)Nc3nnc(C4CC4)s3)cc2)cc1	30	95	-0.4	9	93	94	93	93	13	105	4
O=C(CSc1nccn1-c1ccc(Cl)cc1)N1CCCc2ccccc21	.	99	0.6	14	98	98	98	99	13	98	4
Nc1nc(NC(=O)c2ccco2)nn1-c1ccccc1	.	99	0.5	4	98	97	98	101	23	95	2
CCOC(=O)Nc1ccc2c(c1)N(C(=O)CCN1CCOCC1)c1ccccc1S2=O (stereo not given)	-9	100	-0.2	26	101	98	97	95	11	97	0
CN(C1CCCCC1)S(=O)(=O)c1ccc(NC(=O)c2ccc(Br)o2)cc1	9	101	0.7	5	101	100	100	103	16	100	3
NC(=O)Cc1cn(-c2ncc(C(F)(F)F)cc2Cl)c2ccccc12	19	100	0.9	8	100	99	99	102	51	99	3
Cc1ccc(NC(=O)Nc2cccs2)nc1	.	98	-0.3	22	100	99	98	100	18	93	0
CCN(CC)CC#CCC(O)(c1ccccc1)c1ccccc1	6	97	0.0	9	92	97	98	102	13	91	0
COc1ccc(/C=N/Nc2nnc(Cc3ccc(OC)c(OC)c3)c(=O)[nH]2)cc1OC	-68	?	0.0	13	?	?	?	?	2	?	0
COc1cc(C2NC(=O)C(C#N)=C(S)N2c2ccc(C)cc2)ccc1OC(C)C (stereo not given)	-13	97	-1.0	15	99	98	95	100	37	97	-1
Cc1ccc(CSCC(=O)NCc2ccc(F)cc2)cc1	9	98	0.3	8	95	100	94	99	24	108	5
CCCCOC(=O)Oc1ccc2c(=O)c(Oc3cc(C)cc(C)c3)coc2c1	-18	98	0.7	4	99	98	99	101	11	97	3
Nc1nc(SCC(=O)Nc2c(Br)cc([N+](=O)[O-])cc2Br)n[nH]1	-21	100	2.0	5	101	100	101	105	7	101	14
COc1ccc(OC)c(NC(=O)C23CC4CC(C2)CC(n2cnc(Br)n2)(C4)C3)c1	.	98	1.5	27	97	99	97	97	18	99	8
O=C(Nc1ccc(N2CCN(C(=O)c3cccs3)CC2)c(Cl)c1)c1cccnc1	15	97	0.3	7	99	97	93	98	22	104	2
Cc1cc(NC(=O)c2c(-c3ccccc3Cl)noc2C)no1	3	99	0.5	35	98	101	99	101	28	102	3
CCOc1nc(NCc2ccco2)nc(Nc2ccc(OC)cc2)n1	.	102	-0.6	14	104	101	102	111	34	98	9
Cc1cc(C)nc(-n2ncc3c2CC(c2ccccc2)CC3=O)n1 (stereo not given)	-19	99	2.8	11	103	99	100	105	11	97	22
CN(C)c1ccc(C(=O)C(O)c2ccccc2)cc1 (stereo not given)	.	99	0.1	16	97	97	98	105	24	100	2
CCCc1[nH]nc2c1C(c1ccncc1)C(C#N)=C(N)O2 (stereo not given)	13	102	1.3	11	105	101	101	106	24	103	-3
Cc1ccc(C2=NN(CC(=O)NCc3ccco3)C(=O)CC2)cc1	.	100	-0.1	15	105	99	101	103	17	101	2
COCCN1C(=O)C(=O)/C(=C(/O)c2cccc(OC)c2)C1c1ccco1 (stereo not given)	.	97	0.3	26	96	98	97	98	54	100	3
CCCNC(=O)CCc1cc(C(C)(C)C)c(O)c(C(C)(C)C)c1	8	101	1.5	11	101	100	98	104	9	100	19
Cc1nnc(SCCn2c(Br)nc3c2c(=O)n(C)c(=O)n3C)s1	27	101	0.8	35	103	102	101	105	9	99	3
COc1ccc(N(CC(=O)Nc2nccs2)S(=O)(=O)c2c(C)nn(C)c2C)cc1	.	102	0.2	8	100	101	97	104	22	102	0
Clc1ccc(/C=N/c2c(-c3ccc(Cl)cc3)nc3n2CCS3)cc1	-12	102	-0.5	9	100	101	98	100	20	94	-1
O=C(c1cc(-c2ccc(Cl)cc2)n(-c2cc(Cl)ccc2Cl)n1)N1CCOCC1	.	102	3.8	8	103	103	99	106	14	104	22
CCCNCC1COc2ccccc2O1 (stereo not given)	.	101	0.1	27	101	101	96	104	22	102	-1
O=C(CSc1nnc(-c2cccc(S(=O)(=O)N3CCCCC3)c2)o1)NCCC1=CCCCC1	-49	99	1.8	24	101	98	98	96	11	97	5
CCc1nnc(NS(=O)(=O)c2ccc(NC(=O)c3cccc4ccccc34)cc2)s1	-24	93	-1.1	14	92	92	89	98	10	102	-3
c1ccc(-c2ccccc2OCCCCN2CCCCC2)cc1	2	105	0.1	6	105	103	103	106	10	104	-2
C=CCn1c(SCC(=O)NCc2ccco2)nc2sc(C)c(C)c2c1=O	-18	95	1.2	20	99	97	93	100	18	96	3
O=C1CC(c2c[nH]c3ccccc23)C(=O)N1c1ccccc1 (stereo not given)	3	104	-0.1	14	105	103	99	109	24	105	1
COc1ccccc1C(=O)Nn1cnc2ccccc2c1=O	6	97	0.6	10	97	96	95	99	31	96	4

Next entries:
structure	Pf gamet viab	HRas wt GTP bind	ABCB1 block	Avidin fluor	Cdc42 wt GTP	Rab2A wt mod	Rac1 mut GTP	Rac1 wt modul	GSH bead fluor	Rab7 wt GTP bind	ABCG2 block
Nc1nc(SCC(=O)Nc2ncc(C(F)(F)F)cc2Cl)n[nH]1	-46	98	1.4	11	95	97	96	96	13	104	3
O=C(COC(=O)CCCNC(=O)c1ccc(Cl)cc1)NC1CC1	.	98	0.3	33	101	96	96	100	15	93	1
CN(C)CCCNC(=O)/C(=C\c1ccc(-c2cccc([N+](=O)[O-])c2)o1)NC(=O)c1ccccc1	-16	98	0.3	9	102	96	93	103	9	99	2
Fc1ccc(NC(=S)NC2CC3CCCC(C2)N3Cc2cccs2)cc1 (stereo not given)	.	97	0.6	6	92	98	96	95	10	101	2
CC(C)NC(=O)COC(=O)c1cc(Br)ccc1Cl	-6	101	1.5	4	101	100	99	104	13	97	11
CCN(CC)S(=O)(=O)c1cc([N+](=O)[O-])ccc1N=Nc1c(O)[nH]c2ccccc12	0	?	-0.3	4	?	?	?	?	6	?	-1
CC(C)(C)C1CCC(=NNS(=O)(=O)c2ccc(Br)cc2)CC1 (stereo not given)	.	97	0.2	22	100	99	98	103	20	97	1
CCOc1ccc(C(=O)CCC(=O)NC(C)C(=O)OC)cc1 (stereo not given)	.	95	1.2	16	95	100	92	98	16	97	3
O=C(COc1ccc(Cl)cc1)Nc1ccc(Cc2ccncc2)cc1	-7	100	8.3	10	105	99	100	105	11	100	5
Cc1cc(C)c(C2C3=C(Nc4c2c(C)nn4-c2ccccn2)c2ccccc2C3=O)c(C)c1 (stereo not given)	.	97	6.4	4	98	93	97	98	17	93	-3
CCN(C(=O)CSc1nnnn1-c1cc(C)ccc1OC)C1CCS(=O)(=O)C1 (stereo not given)	.	102	0.3	8	100	100	96	101	267*	102	1
CC12CCC(C(=O)NCc3ccccc3Cl)(OC1=O)C2(C)C (stereo not given)	-10	97	1.1	5	97	95	96	98	9	94	1

Source: PubChem BioAssay
